NR1D1 modulator: modulators of human Rev-erb alpha DNA binding; P20393; Rev-erbα–FITC-DNA binding, fluorescence polarization, 90 min; activity, % at 10 µM; hit rate 0.79% among 370,000; AID 1259318;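 active means activity above about 14%, limit read from the data; passing the limit was not always enough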;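 further: 0% = DMSO wells with 35 nM protein and 100% = DMSO wells with 750 nM protein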
ARFGAP1 inhibitor: rat ARFGAP1 inhibition; Q62848; inhibition, % at 16.5 µM; Arfgap1-stimulated ARF1 GTP hydrolysis, GDP FP detection; hit rate 0.26% among 360,000;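 active means inhibition above a per-plate limit, mean inhibition of low control wells plus 3 SD, cut at about 25% in these data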;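 further: 0% = DMSO wells with enzyme and 100% = wells lacking Arfgap1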
Target sequence (Q62848 1-136 limits assumed): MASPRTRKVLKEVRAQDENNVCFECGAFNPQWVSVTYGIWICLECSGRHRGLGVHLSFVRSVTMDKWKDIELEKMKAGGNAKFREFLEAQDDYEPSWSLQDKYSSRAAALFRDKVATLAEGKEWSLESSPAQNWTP
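Assay system: Rat Arfgap1 GAP domain (His6, aa 1-136), purified enzyme | Buffer or medium: HEPES 25 mM pH 7.5, NaCl 150 mM, MgCl2, DTT | Schedule: GTP hydrolysis reaction 2 h at 25 °C | Signal: FP of antibody-bound GDP Alexa 633 tracer, ex 620/em 688 nm | Measure: Percent inhibition of Arfgap1-stimulated GTP hydrolysis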
KLK7 zymogen act: activators of human kallikrein-7 zymogen. P49862. purified proKLK7, EDANS-DABCYL substrate fluorescence; 100% is mature enzyme control, 0% vehicle. activation, % at 7 µM. hit rate 0.9% among 370,000. AID 652039;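 active means activation above the mean of all tested compounds plus 3 SD, computed per campaign excluding outliers beyond control limits, cut at about 13% in these data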
Target sequence (P49862 whole entry, looked up): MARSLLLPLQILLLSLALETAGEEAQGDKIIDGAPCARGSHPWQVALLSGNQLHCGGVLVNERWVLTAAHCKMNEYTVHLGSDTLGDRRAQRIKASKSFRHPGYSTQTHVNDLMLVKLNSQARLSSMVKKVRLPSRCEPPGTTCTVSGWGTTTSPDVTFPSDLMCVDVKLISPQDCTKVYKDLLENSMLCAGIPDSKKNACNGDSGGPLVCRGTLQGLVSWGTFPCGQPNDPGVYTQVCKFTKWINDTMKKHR
sPLA2-III inh: Inhibits HGIII-sPLA2 liposome hydrolysis, primary screen; Q9NZ20; hit rate 0.56% among 370,000; QFRET BODIPY PC-A2 liposome hydrolysis, fluorescence; AID 743126; inhibition, % at 12.2 µM;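 active means inhibition above mean plus 3 SD of compounds lying within the high and low control bounds, cut at about 19% in these data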;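 further: 0% = median of test compound wells and 100% = no enzyme DMSO wells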
Tn7 DDE FP: inhibitors of Tn7 peptide binding to human fibrin DD(E). hit rate 0.13% among 370,000. FP displacement of FITC-Tn7 peptide from fibrin DD(E); 0% = median of compound wells per plate. inhibition, % at 8.3 µM. P02675. AID 720508;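 active means inhibition above the mean of compounds falling within the control limits plus 3 SD of them, cut at about 14% in these data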;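 further: 0% = plate median of compound wells and 100% = 10 µM Aha-Tn7 peptide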
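system = human fibrin DD(E) protein | quantity = DD(E) 2 µM final | medium = Tris/NaCl/CaCl2 buffer, pH 7.8 | also added = labelled Tn7 tracer, 0.1 µM | compound dosing = single point at 8.3 µM | timing = compound with protein 10 min, then 3 h after probe, room temperature | signal = FP measurement | benchmarks = Aha-Tn7 high control | repeats = one replicate per compound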
Tn6 DDE FP: disrupts Tn6 cyclic peptide binding to fibrin D-Dimer-E complex. inhibition, % at 8.3 µM. P02675. Fibrin DD(E) TRITC-Tn6 fluorescence polarization displacement. hit rate 0.21% among 370,000. AID 720509;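 active means inhibition above a per-campaign cutoff: mean of compounds within control limits plus 3 SD, cut at about 15% in these data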;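 further: 0% = median of all compound wells on the plate and 100% = blocking peptide control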
UHRF1 binding: human UHRF1 methylated DNA binding inhibitors. UHRF1 binding to methylated oligo, TR-FRET. hit rate 0.75% among 370,000. Q96T88. inhibition, % at 4.4 µM. AID 687016; in the data active means inhibition above about 21%;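 further: UHRF1 SRA domain binding a hemimethylated CpG hairpin DNA probe; 0% = median of test compound wells and 100% = reference inhibitor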
PLC-beta3 inh: blocks human PLC-beta3 enzyme activity | Q01970 | Purified PLC-beta3, fluorogenic substrate, fluorescence | inhibition, % at 12.2 µM | hit rate 0.18% among 370,000 | AID 720704; in the data active means inhibition above about 11%;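 further: 0% = median of compound wells on plate and 100% = full blocker control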
PLCg1 inh: PLC-gamma1 (human) inhibition, primary screen | P19174 | hit rate 0.84% among 370,000 | purified PLC-gamma1, fluorogenic substrate, fluorescence | AID 720700 | inhibition, % at 12.2 µM; in the data active means inhibition above about 9.5%
ASAP1 inh: blocks human ASAP1-stimulated Arf1 GTP hydrolysis; Q9ULH1; GDP FP detection; inhibition, % at 16.5 µM; hit rate 0.19% among 360,000; in the data active means inhibition above about 25%;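 further: 0% = vehicle with enzyme and substrate and 100% = no enzyme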
Target sequence (Q9ULH1 325-724 limits assumed): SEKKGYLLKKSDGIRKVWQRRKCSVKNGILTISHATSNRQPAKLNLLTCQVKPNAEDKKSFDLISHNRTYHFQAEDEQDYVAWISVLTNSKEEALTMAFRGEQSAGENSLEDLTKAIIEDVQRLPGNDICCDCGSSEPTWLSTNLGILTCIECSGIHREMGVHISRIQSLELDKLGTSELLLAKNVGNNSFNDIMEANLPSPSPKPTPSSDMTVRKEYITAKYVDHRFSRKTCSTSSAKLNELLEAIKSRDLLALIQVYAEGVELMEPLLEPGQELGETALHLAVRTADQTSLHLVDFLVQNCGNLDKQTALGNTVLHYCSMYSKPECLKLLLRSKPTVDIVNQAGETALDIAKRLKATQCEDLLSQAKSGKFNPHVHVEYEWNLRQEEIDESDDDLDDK
Active calls of the source: *; / = not tested or not shown.

SMILES	NR1D1 modulator	ARFGAP1 inhibitor	KLK7 zymogen act	sPLA2-III inh	Tn7 DDE FP	Tn6 DDE FP	UHRF1 binding	PLC-beta3 inh	PLCg1 inh	ASAP1 inh
COc1ccc(C(CNC(=O)c2cc3c(s2)CCC(C)C3)N2CCCC2)cc1 (stereo not drawn)	-4	14	-1.7	-9	3	6	0	-18	-9	-10
COc1ccc(C)cc1NC(=O)c1ccc2c(c1)OCO2	-5	7	0.2	2	6	13	-1	1	-2	3
CCOc1ccc(NC(=O)COC(=O)C2(C)CC2(Cl)Cl)c([N+](=O)[O-])c1 (stereo not drawn)	0	3	0.6	0	8	1	0	3	2	-2
CC(C)C[C@H]1CNC(=S)N1C[C@H]1CCCN1C[C@H](Cc1ccccc1)N1C[C@H](Cc2ccc(O)cc2)N(CC2CCCCCC2)C1=S	2	9	-0.7	-3	-7	-14	-4	4	4	17
Cc1nc(SCC(=O)N2CC(C)OC(C)C2)nc(C)c1C (stereo not drawn)	-5	3	-0.7	-5	-3	-9	2	4	6	7
O=C(CSc1nccn1-c1ccc(F)cc1)NCc1ccc2c(c1)OCO2	-9	10	0.2	3	-4	-2	0	0	-1	3
O=C(NC1CCCCC1)C(c1ccco1)N(Cc1ccco1)C(=O)c1ccco1 (stereo not drawn)	1	13	0.7	9	-4	4	2	-8	-5	15
Cc1cc(C(=O)CCC(=O)Nc2ncccc2O)c(C)s1	5	12	-0.5	-14	6	1	-5	-6	3	3
O=C(NCCNc1ccc([N+](=O)[O-])cc1C(F)(F)F)c1cccc(F)c1	2	16	-0.3	7	8	-5	3	0	5	7
CCCN1CN=C(NS(=O)(=O)c2ccc(C)cc2)NC1	3	-3	0.7	0	-5	1	1	-5	0	-4
COCCNC(=O)C(c1cccs1)N(C(=O)Cn1nnc2ccccc21)c1ccccc1 (stereo not drawn)	-4	-2	-0.5	-7	4	-6	-3	1	0	-7
C/C=C(/C)C(=O)OC1c2c(ccc3ccc(=O)oc23)OC(C)(C)C1OC(C)=O (stereo not drawn)	2	3	1.7	0	-6	-6	4	-9	-11	-2
COc1ccc(OC)c(C(=O)N2CCCC(Nc3ccc(F)cc3)C2)c1 (stereo not drawn)	0	4	-0.8	7	-3	5	1	-4	1	-8
Cc1ccc(S(=O)(=O)N2CCOCC2)cc1C(=O)N1CCN(S(=O)(=O)c2ccccc2F)CC1	2	-8	0.3	3	2	-6	2	-1	2	5
C/C(=N\NC(=O)COc1ccc2ccccc2c1)c1cccs1	0	0	-0.2	-4	3	7	-3	-10	1	-3
Cc1ccc(NC(=O)c2ccc(CN3CC(=O)N4CCCCC4C3=O)cc2)c(C)c1 (stereo not drawn)	2	6	0.6	5	-1	1	2	3	3	4
Cc1ccc(S(=O)(=O)c2nc(-c3ccccc3Cl)oc2N(C)C)cc1	-3	-1	0.0	7	-4	4	1	-6	-1	-12
O=S(=O)(c1ccc(Cl)cc1)N1CCN2CCCC2C1 (stereo not drawn)	0	-3	-0.1	0	-3	-4	1	-5	1	6
CC(OC(=O)CCN1C(=O)C2CC=CCC2C1=O)C(=O)c1ccc(F)cc1 (stereo not drawn)	2	-3	0.2	1	-7	-2	2	0	3	6
Cc1cc(C(=O)N/N=C/c2ccc3ccccc3c2)n[nH]1	-4	4	-3.2	2	9	-1	-4	-7	1	8
COc1ccccc1N1CCN(C(c2ccc(N(C)C)cc2)c2nnnn2CCc2ccccc2)CC1 (stereo not drawn)	2	-6	0.1	0	0	1	-1	-1	-2	6
CC1CC(C)CN(C(=O)CSCC(=O)O)C1 (stereo not drawn)	5	-3	0.6	10	-56	-3	1	-7	0	-12
Cn1c(=O)c2c(ncn2CC(=O)Nc2cc(S(=O)(=O)N3CCCCC3)ccc2Cl)n(C)c1=O	-4	-11	-0.1	0	4	1	-3	2	2	11
COc1ccc(-c2c(-c3cc(OC)cc(OC)c3)n(C)c3ccc(-c4ccc5[nH]ccc5c4)cc23)cc1	-8	14	-4.1	11	7	12	-1	-134	-85	-11
CCCCN1C(=O)C(CC(=O)NCC2CCCCC2)CC(C(=O)N(C)C)=C1C (stereo not drawn)	3	1	-0.4	-3	1	1	-1	7	7	-15

Sorted by value in sPLA2-III inh (ascending): 3 from the list above
SMILES	NR1D1 modulator	ARFGAP1 inhibitor	KLK7 zymogen act	sPLA2-III inh	Tn7 DDE FP	Tn6 DDE FP	UHRF1 binding	PLC-beta3 inh	PLCg1 inh	ASAP1 inh
CCCCN1C(=O)C(CC(=O)NCC2CCCCC2)CC(C(=O)N(C)C)=C1C (stereo not drawn)	3	1	-0.4	-3	1	1	-1	7	7	-15
Cn1c(=O)c2c(ncn2CC(=O)Nc2cc(S(=O)(=O)N3CCCCC3)ccc2Cl)n(C)c1=O	-4	-11	-0.1	0	4	1	-3	2	2	11
COc1ccc(OC)c(C(=O)N2CCCC(Nc3ccc(F)cc3)C2)c1 (stereo not drawn)	0	4	-0.8	7	-3	5	1	-4	1	-8

Given in markdown: three of the compounds above
| mol | NR1D1 modulator | ARFGAP1 inhibitor | KLK7 zymogen act | sPLA2-III inh | Tn7 DDE FP | Tn6 DDE FP | UHRF1 binding | PLC-beta3 inh | PLCg1 inh | ASAP1 inh |
| --- | --- | --- | --- | --- | --- | --- | --- | --- | --- | --- |
| Cn1c(=O)c2c(ncn2CC(=O)Nc2cc(S(=O)(=O)N3CCCCC3)ccc2Cl)n(C)c1=O | -4 | -11 | -0.1 | 0 | 4 | 1 | -3 | 2 | 2 | 11 |
| COc1ccc(C)cc1NC(=O)c1ccc2c(c1)OCO2 | -5 | 7 | 0.2 | 2 | 6 | 13 | -1 | 1 | -2 | 3 |
| Cc1ccc(S(=O)(=O)c2nc(-c3ccccc3Cl)oc2N(C)C)cc1 | -3 | -1 | 0.0 | 7 | -4 | 4 | 1 | -6 | -1 | -12 |

Back to the main list, repeating the three entries before the break.
SMILES	NR1D1 modulator	ARFGAP1 inhibitor	KLK7 zymogen act	sPLA2-III inh	Tn7 DDE FP	Tn6 DDE FP	UHRF1 binding	PLC-beta3 inh	PLCg1 inh	ASAP1 inh
Cn1c(=O)c2c(ncn2CC(=O)Nc2cc(S(=O)(=O)N3CCCCC3)ccc2Cl)n(C)c1=O	-4	-11	-0.1	0	4	1	-3	2	2	11
COc1ccc(-c2c(-c3cc(OC)cc(OC)c3)n(C)c3ccc(-c4ccc5[nH]ccc5c4)cc23)cc1	-8	14	-4.1	11	7	12	-1	-134	-85	-11
CCCCN1C(=O)C(CC(=O)NCC2CCCCC2)CC(C(=O)N(C)C)=C1C (stereo not drawn)	3	1	-0.4	-3	1	1	-1	7	7	-15
Cc1cc2oc(=O)cc(-c3ccccc3)c2c(C)c1-c1ccc(N(C)C)cc1	3	-5	-3.4	18	9	-3	1	-17	-10	-15
CC1CCCCC1N(C(=O)c1cc(C2CC2)on1)C1CCCCC1 (stereo not drawn)	7	/	0.1	3	4	1	-1	-2	0	/
CC1CCCC(C)N1C(=O)Cn1cc(C#N)c2ccccc21 (stereo not drawn)	-5	-3	-0.2	-1	-6	-1	1	0	0	-7
COc1cccc(CNC(=O)CCNS(=O)(=O)c2ccc3c(c2)oc(=O)n3C)c1	3	-2	0.1	-1	0	0	1	0	-1	-2
CCN(CC(=O)Nc1ccc(NC(C)=O)cc1)C(=O)c1ccc2c(c1)OCCO2	4	2	-0.1	-7	-4	-9	-1	3	5	8
NC(=O)c1sc(-c2ccsc2)cc1NS(=O)(=O)c1ccc(C(F)(F)F)cc1	3	0	-0.1	-34	-4	11	0	-12	-3	9
O=C(NCCCN1CCOCC1)c1c(-c2ccccc2)sc2ccccc12	-3	-13	0.3	2	-1	-12	-1	0	1	0
CCN1C[C@@H]2[C@@H]3C(=O)N(C)C(=O)[C@@H]3[C@](CC)(C1=O)N2C(=O)c1ccccc1	-4	8	-0.7	6	1	-6	-1	2	1	-13
COc1ccc(NC(=O)Cn2cccc2)cc1Cl	-1	11	-0.1	-27	-3	-5	4	5	2	18
COc1ccc(N(C(=O)c2snc(C(N)=O)c2N)C(CC(C)C)C(=O)NCC2CCCO2)cc1 (stereo not drawn)	3	7	-1.3	1	-3	3	-2	-5	-2	9
Cn1ccnc1C(O)c1ccc(OCc2ccccc2)cc1 (stereo not drawn)	-1	-2	-0.2	-4	-1	-3	-4	1	0	6
CCCCNC(=O)C(c1ccc(OCC(=O)OC)c(C(=O)OC)c1)N(CCOC)C(=O)CCCCCN1C(=O)NC(c2ccc(-c3ccccc3)cc2)C(C(=O)OCc2ccccc2)=C1C (stereo not drawn)	0	7	-0.5	-43	-8	-1	0	-2	-6	-24
C=CC(=O)NC(C)(C)CCN1CCOCC1	-1	-1	0.6	6	1	-1	-1	-5	2	-12
N#CC(=C1CCCC1)c1nc(-c2cc3ccccc3oc2=O)cs1	1	4	-1.5	5	-1	6	0	-18	-15	-20
Cc1cc[n+](CC2OCc3ccccc3CO2)cc1	-1	8	-0.1	4	-1	0	1	-2	1	14
COc1ccc(C(=O)NCc2nnc(SCC(=O)NCCc3ccccc3)o2)cc1	1	4	-0.1	6	-4	1	4	-4	0	11
CSCCC(NC(=O)c1ccccc1Cl)C(=O)NNC(=O)c1ccccc1O (stereo not drawn)	1	12	-3.4	10	-9	1	-1	-32	-33	10
COc1ccccc1OC(=O)Nc1ccc(Cl)cc1	1	11	-0.2	2	-2	-5	-2	-7	-4	3
O=C(O)c1ccc(NS(=O)(=O)c2ccc3c(c2)OCCO3)cc1	2	2	-1.1	1	-1	-2	-5	1	2	5
COc1cc(OC)cc(C(=O)NC(C(=O)O)C23CC4CC(CC(C4)C2)C3)c1 (stereo not drawn)	1	11	0.7	-3	-1	-4	6	-12	-3	1
Cc1ccccc1S(=O)(=O)Oc1ccccc1C(=O)Oc1ccccc1	3	-6	0.3	-5	-1	9	-2	-1	-3	4
COc1ccc(NC(=S)NC2CCN(Cc3ccccc3)CC2)cc1OC	0	1	1.0	6	4	1	3	-2	2	6
CCOC(=O)N1CCC(NC(=O)CC(NS(=O)(=O)c2ccc(Cl)cc2)c2ccco2)CC1 (stereo not drawn)	2	10	0.7	-14	-7	-5	7	4	3	4
